Screening results from PubChem.
HTR5A inv ag – HTR5A inverse agonists in luminescence cell assay, primary screen, counter-screen for OPRM1-OPRD1 heterodimer inverse agonist project, full-deck HTS. 5-hydroxytryptamine receptor 5A (Homo sapiens), P47898. hit rate 0.083% among 340,000. inhibition, % at 9.3 µM. HTR5A cell line, inverse agonism; in the data active means inhibition mostly above about 23%, no sharp cut-off; inactive means mostly below about 18%;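 further: 0% = cells with DMSO and 100% = no-cell wells with DMSO; some compounds called inactive have numbers as strong as hits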
Target sequence (P47898 whole entry, looked up): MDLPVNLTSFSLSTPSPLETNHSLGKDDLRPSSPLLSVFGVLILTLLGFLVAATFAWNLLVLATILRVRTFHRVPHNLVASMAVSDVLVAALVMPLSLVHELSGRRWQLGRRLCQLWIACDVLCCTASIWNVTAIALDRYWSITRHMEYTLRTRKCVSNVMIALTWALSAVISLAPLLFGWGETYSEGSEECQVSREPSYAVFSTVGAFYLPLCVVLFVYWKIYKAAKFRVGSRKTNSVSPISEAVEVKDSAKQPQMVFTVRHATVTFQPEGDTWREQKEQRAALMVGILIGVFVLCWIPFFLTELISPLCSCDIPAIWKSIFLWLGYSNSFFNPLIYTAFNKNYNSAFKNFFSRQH
AddAB inh – growth inhibition of E. coli expressing H. pylori AddAB, primary screen, AddAB inhibitor project, absorbance | hit rate 0.29% among 330,000 | inhibition, % at 11.9 µM | AID 435030, 2010; in the data active means inhibition above about 12%;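 further: 0% = vehicle wells of infected cells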
SUMO Mot1 rescue – yeast Mot1-301 growth rescue at high temperature, primary screen, SUMOylation pathway inhibitor project, S. cerevisiae, ATP luminescence, 38.5C; hit rate 1% among 320,000; S. cerevisiae Mot1-301 growth rescue; percent above DMSO median, 100 means doubled; growth rescue, % at 18.8 µM;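 active means every valid replicate shows activation above 250% relative to neutral control wells; inactive means the rest, any valid replicate at or below 250%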;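 further: OY570 slx delta 5 strain wells were the positive control but not used for scaling; some compounds called inactive have numbers as strong as hits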
PKA-R1A activ – activators of PKA-R1A holoenzyme, primary screen, biochemical, fluorescence polarization, Cy5-IP20, bovine R1A, mouse PKAc. activation, % at 11.4 µM. hit rate 0.083% among 340,000. PKA-R1A dissociation; scaled: DMSO 0%, 113 µM cGMP 100%;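 active means percent activation above the mean of all tested compounds plus 3 SD, cut at about 19% in these data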;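 further: higher means more PKAc released from R1A so a rise in polarization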
DAGLB inhibitor – DAGLB lipase inhibitors, primary screen, biochemical, fluorescence, HTS | Diacylglycerol lipase-beta (Homo sapiens), Q8NCG7 | HEK293T DAGLB membrane lysate, EnzChek fluorogenic substrate | inhibition, % at 5.17 µM | hit rate 0.059% among 340,000 | AID 504411, 2011; in the data active means inhibition above about 34%;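 further: 0% = enzyme with vehicle and 100% = wells lacking enzyme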
PKA-R2B act – activators of PKA-R2B holoenzyme, primary screen, biochemical, fluorescence polarization, Cy5-IP20, human | PKA-R2B holoenzyme dissociation; R2B truncated from residue 108, S112A mutant; 0% DMSO only, 100% 113 µM cGMP | activation, % at 11.4 µM | hit rate 0.079% among 340,000 | cAMP-dependent protein kinase catalytic subunit beta (Homo sapiens) + cAMP-dependent …;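 active means activation above a cutoff set at the mean over all compounds plus 3 SD, cut at about 18% in these data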;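 further: higher means more holoenzyme dissociation and a rise in polarization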
Tat export inh – E. coli Tat export inhibitors, primary screen, MC4100, TorA-mCherry reporter, fluorescence, single point. inhibition, % at 10 µM. hit rate 0.036% among 340,000. AID 488895, 2010;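 active means mean replicate inhibition at least 50% and at least half of replicates individually reaching 50%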;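 further: exported cargo escapes ClpAP degradation while cytoplasmic cargo is degraded and loses fluorescence; 0% = median of neutral control wells and 100% = median of NaSCN control wells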
phage Ecoli inh – growth loss of phage-infected E. coli, primary screen, RecBCD inhibitor project, absorbance, with phage, HTS | hit rate 0.26% among 360,000 | AID 651602, 2012 | inhibition, % at 11.9 µM; in the data active means inhibition above about 11%
E coli growth – E. coli V3065 growth inhibition, primary screen, counter-screen for AddAB inhibitor project, absorbance, OD600; inhibition, % at 11.9 µM; 18 h; hit rate 0.27% among 330,000;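 active means inhibition above the campaign's mean inhibition across all tested compounds plus 3 SD, cut at about 9.9% in these data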;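 further: uninfected addAB+ strain grown without phage in ampicillin broth; 0% = DMSO wells and 100% = ciprofloxacin 0.95 µg/ml wells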
CDK5 inh – inhibitors of human CDK5/p35 kinase, primary screen, biochemical, single concentration | Cyclin-dependent kinase 5 (Homo sapiens) + Cyclin-dependent kinase 5 activator 1 (Homo … | Recombinant CDK5/p35, ADP-Glo luminescence, 60 min | inhibition, % at 10 µM | hit rate 0.01% among 330,000 | AID 488839, 2010;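 active means highest replicate inhibition of at least 50% and at least 75% of replicates reaching 50%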;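 further: plate controls were DMSO neutral control for no effect and GW8510 at 10 µM for full effect; many of its hits are not listed in these tables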
Target sequence (Q00535 whole entry, looked up): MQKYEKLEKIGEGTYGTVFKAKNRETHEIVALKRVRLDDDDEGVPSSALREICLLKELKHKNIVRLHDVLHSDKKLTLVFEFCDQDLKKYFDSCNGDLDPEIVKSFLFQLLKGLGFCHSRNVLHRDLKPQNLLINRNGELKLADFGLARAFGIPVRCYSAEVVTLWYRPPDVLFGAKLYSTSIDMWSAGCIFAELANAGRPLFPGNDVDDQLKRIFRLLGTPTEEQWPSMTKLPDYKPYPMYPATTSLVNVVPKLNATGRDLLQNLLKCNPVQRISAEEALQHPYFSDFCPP
Target sequence (Q15078 whole entry, looked up): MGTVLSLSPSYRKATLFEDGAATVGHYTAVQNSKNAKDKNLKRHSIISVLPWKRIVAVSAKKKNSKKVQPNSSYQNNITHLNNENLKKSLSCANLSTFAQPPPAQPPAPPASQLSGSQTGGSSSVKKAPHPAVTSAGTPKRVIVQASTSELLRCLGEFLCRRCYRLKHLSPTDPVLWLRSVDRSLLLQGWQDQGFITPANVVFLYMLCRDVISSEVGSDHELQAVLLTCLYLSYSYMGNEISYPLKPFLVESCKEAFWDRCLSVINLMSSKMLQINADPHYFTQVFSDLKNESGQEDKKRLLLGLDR
HTR5A ag – HTR5A agonists in luminescence cell assay, primary screen, counter-screen for OPRM1-OPRD1 heterodimer agonist project, full-deck HTS. activation, % at 9.3 µM. hit rate 0.61% among 340,000. 5-hydroxytryptamine receptor 5A (Homo sapiens), P47898. cell-based. AID 504692, 2011; in the data active means activation mostly above about 9.5%, no sharp cut-off; inactive means mostly below about 7.6%;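 further: 0% = cells with vehicle only and 100% = reference agonist; strong numbers were not always called active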
Starred values were filed as active, the others as inactive; x = not tested or not shown.

Screens in order: phage Ecoli inh, PKA-R2B act, Tat export inh, DAGLB inhibitor, HTR5A inv ag, PKA-R1A activ, SUMO Mot1 rescue, HTR5A ag, AddAB inh, CDK5 inh, E coli growth
CCn1cc(C(=O)N2CCCC2)c(=O)c2cc(S(=O)(=O)N3CCC(C)CC3)ccc21
    2.0, -4, -1, 1, 0, -1, -3, 3, 0.6, -1.1, -0.6
Cc1ccccc1Nc1nc(-c2ccccc2)c(C(=O)Nc2cccnc2)s1
    4.2, 2, -1, 2, -4, -4, -7, 0, 6.8, 0.3, -1.3
Cn1c(SCc2nc(-c3ccccc3)no2)nnc1-c1ccco1
    0.9, 4, -7, 1, 0, 1, 5, 2, 1.2, 3.1, 0.0
Cc1nn(C)c(C)c1NC(=O)Nc1cccc(C(F)(F)F)c1
    2.5, -8, 8, -1, -20, 0, 280, 7, 0.7, -1.2, -0.6
C/C(=N\NC(=O)c1cccc([N+](=O)[O-])c1)c1cccc(NC(=O)C2CC2)c1
    3.7, 10, -4, -1, 22, 8, -12, 0, 1.1, 0.9, 3.1
O=C(CSc1nc2ccccc2s1)NCc1cc([N+](=O)[O-])ccc1O
    1.1, -10, -9, 0, 3, -1, 3, -1, 6.2, 0.9, -0.2
COC(=O)Cc1cc(=O)oc2cc(O)ccc12
    5.8, 2, -7, 1, 0, 3, -11, 0, -0.8, 0.4, -0.1
COc1ccc(-c2csc(NC(=O)CN3C(=O)C4CC=CCC4C3=O)n2)cc1 (stereo unspecified)
    0.8, -7, 0, -2, -3, 7, -3, 3, -0.3, 0.8, 1.2
COc1ccc(OC)c(-c2cc(C(=O)Nc3cc(C)n(Cc4ccc(Cl)cc4)n3)no2)c1
    2.0, -3, 3, 1, 11, 7, 676, 1, 1.1, 1.1, 1.4
COc1ccc(OC)c(/C=N/N(CCC#N)C2=NS(=O)(=O)c3ccccc32)c1
    2.1, 0, -2, 1, -9, -6, 6, 2, -3.0, 0.0, -4.3
COc1ccc(CCNC(=O)COC(=O)CSc2ccc(C(N)=O)cc2[N+](=O)[O-])cc1OC
    0.6, -2, 13, 1, 34, -14, x, -14, x, -9.2, x
CN(C(=O)CSc1ccncc1)C1CCCN(Cc2ccccc2F)C1 (stereo unspecified)
    0.1, -5, -1, 3, -2, -2, 330, 5, 0.2, 1.2, 0.1
COc1cccc(C(c2c(O)nc(SC)n(C)c2=O)c2c(O)nc(SC)n(C)c2=O)c1
    1.2, 1, 12, 2, 3, 8, x, 5, 3.2, -6.6, 0.2
CCC(C)NC(=O)CSc1nnc(-c2ccoc2C)n1CC1CCCO1 (stereo unspecified)
    0.5, 2, 18, 2, -33, -8, -16, -1, -1.2, -0.8, 0.0
CCCS(=O)(=O)c1nc(C)cc(C)c1S(C)(=O)=O
    3.1, -6, 20, 1, 0, -5, 325, 0, 4.0, -0.3, -0.1
CC(C)(C)OC(=O)C[C@@H]1C/C=C\C[C@H](CC(=O)N[C@H](CO)Cc2ccccc2)C(=O)N[C@H](C(C)(C)C)COC1=O
    1.4, -8, -4, -1, -6, -4, x, 2, 0.0, 2.0, -3.9
O=[N+]([O-])c1cc(C(F)(F)F)ccc1Sc1ccc2ccccc2n1
    1.0, -2, 7, -9, 7, -1, 0, 5, 0.2, -0.1, 1.1
COc1cccc(NC(=O)Nc2nnc(N3C(C)CCCC3C)s2)c1 (stereo unspecified)
    0.7, 2, 4, 1, 5, -8, 1, 8, -0.5, -2.2, 0.4
Cc1ccc2c(c1)NC(=O)C(CC(=O)NCc1cccnc1)O2 (stereo unspecified)
    1.4, -8, 8, -1, 13, 4, -3, -5, 2.1, -0.8, -3.8
CCOC(=O)c1cnc(-n2nc(C)cc2C)nc1Nc1cccc(C(C)=O)c1
    1.1, -7, -6, 1, 20, -9, 49, -1, -1.2, -0.4, 2.0
O=c1c2c(nc3n1CCCCC3)-c1ccccc1CC21CCCC1
    4.2, -2, 6, -11, 14, -15, -13, 2, 1.1, -0.2, 0.4
CN1C(=O)S/C(=C/c2ccc(OCc3cccc(C(=O)O)c3)cc2)C1=O
    0.6, -20, -1, 3, -26, -15, 4, 2, 0.7, 0.2, 1.6
CCN(C[C@H]1N[C@@](Cc2ccccc2)(C(=O)OC)[C@H]2C(=O)N(Cc3ccccc3)C(=O)[C@@H]12)S(=O)(=O)c1ccc(C(C)(C)C)cc1
    -0.4, 11, -2, -7, 5, 1, 4, -2, 3.0, -0.3, 0.4
CCOc1cc(C(=O)NN=C2CCCC2)cc(OCC)c1OCC
    2.6, -10, 21, -9, -24, -5, 0, 8, -1.4, 2.6, 0.0
O=C(O)CSc1cc(NS(=O)(=O)c2cccc([N+](=O)[O-])c2)c2ccccc2c1O
    2.7, -1, -12, -10, 5, -3, x, 2, x, 9.7, x
COc1cccc(NC(=O)Nc2nnc(N3CCCCC3C)s2)c1 (stereo unspecified)
    5.6, -9, -19, -1, -25, -3, -20, 9, 1.7, 1.0, 0.9
CCCCCc1nnc(NC(=O)C2=COCCO2)s1
    -0.2, -15, 1, 0, 9, -16, -4, -3, 0.2, 0.6, -0.5
CCCC1(C(=O)OCC)NC(c2ccc(O)cc2)C2C(=O)N(c3cccc(C(C)=O)c3)C(=O)C21 (stereo unspecified)
    0.5, -3, 2, -3, 18, -14, -19, -5, 2.2, 0.8, -1.7
c1ccc2c(c1)nc(N1CCOCC1)c1ccccc12
    1.2, 2, -13, -3, 4, -2, 24, 19*, 0.1, 0.7, 1.2
N#CC(C#N)=Cc1c(N2CCN(c3ccccc3)CC2)nc2ccccn2c1=O
    1.3, -1, -4, 2, 6, -6, 2, -2, -0.1, -0.1, -0.9
CCCc1cc(=O)[nH]c(SCC(=O)N2CCCc3ccccc32)n1
    1.0, 7, -5, 1, -45, -13, -1, -3, -0.3, 0.8, 0.8
CC1CCc2c(nc3nc[nH]n3c2=O)C1 (stereo unspecified)
    3.3, 4, -5, 0, -2, -5, -30, 0, 0.5, -0.3, 0.0
COc1ccccc1CN1CC(C(=O)N(C)CCCn2nc(C)cc2C)CCC1=O (stereo unspecified)
    3.2, 9, 1, 0, -7, 4, -18, 3, -1.3, -2.7, 0.2
COC(=O)c1cc(OC)c(OC)cc1NC(=O)c1cccc(OC)c1OC
    4.1, -9, -5, -8, 20, 2, -1, -8, 1.2, -0.2, 1.3
Nn1c(SCC(=O)NCCCc2ccccc2)nnc1-c1cccnc1
    2.3, 6, -3, -3, -21, -11, -13, 2, 0.8, 1.0, 0.8
CC(C)(C)c1ccc(C(=O)/C=C2\NC(=O)CS2)cc1
    -0.4, -2, 3, 0, 18, -11, -14, -7, 0.2, -0.2, -3.9
Cc1ccc(COc2ccc3c(c2)OCO3)cc1
    2.8, 7, -12, -12, 3, -4, 20, -1, 3.1, 0.6, 0.4
S=C(NC1CCCC1)N1CCN(c2ccccn2)CC1
    2.2, -6, -9, 0, -20, -4, 5, 0, 3.3, -0.9, 0.9
CS(=O)(=O)c1ccc(-c2nnc(NC(=O)c3ccco3)o2)cc1
    4.6, 0, -2, 0, -10, 4, 4, 1, 1.0, -0.9, -0.2
CCOC(=O)CCCCC(=O)c1[nH]c(=O)[nH]c1CSc1nnc2c3ccccc3n(C(C)C)c2n1
    -2.1, -5, 9, 7, 2, 9, -12, -3, 4.5, 0.3, -0.9
CC(=O)C1=C(C)OC(N)=C(C#N)C1c1ccco1 (stereo unspecified)
    2.0, -1, -11, -2, 17, -9, -9, -2, 2.2, -1.6, 1.8
CCOC(=O)N1CCC(=NNc2ccc(S(N)(=O)=O)cc2[N+](=O)[O-])CC1
    1.3, -7, -5, -1, -6, 6, 1, 2, 4.5, -1.1, -1.0
CC(=O)N[C@@H]1c2c(ccc3ccccc23)OC[C@@H]1COC(C)=O
    2.6, x, 2, x, x, x, 199, x, 1.2, 0.4, -1.6
CCc1cc(=O)n2[nH]c(-c3ccccc3)c(-c3ccccc3)c2n1
    -1.9, -6, -7, 0, 7, -9, 14, -2, -6.0, 0.0, -4.5
COc1ccc(C(C)NC(=S)NC2CCCC2)cc1OC (stereo unspecified)
    2.4, 4, 2, 0, -5, 0, -2, 0, 1.0, 1.9, 2.2
O=C(c1ccc(Br)cc1)c1cc([N+](=O)[O-])ccc1N1CCOCC1
    6.6, -4, 4, 0, 6, -9, -11, -1, 2.2, 0.8, 0.5
CN(C(=O)CN1C(=O)NC2(CCc3ccccc32)C1=O)C1CCS(=O)(=O)C1 (stereo unspecified)
    4.3, -4, 6, 0, -32, -1, -7, 11, 1.2, 0.4, 2.1
COc1cc(CNCCCN2CCOCC2)cc(Cl)c1OCC(=O)NC(C)(C)C
    -0.2, 2, -7, 0, 2, -12, 0, -1, 2.0, 0.7, 0.8
CCc1ccc(NC2=CC(=O)C(=O)c3ccccc32)cc1
    5.2, 7, -3, 15, -1, -3, x, 1, x, -2.1, x
CC(=O)Nc1ccccc1-c1nnc(SCc2ccccc2Cl)[nH]c1=O
    3.1, 2, -2, 3, -22, -4, 34, 1, 1.6, -1.8, -1.7
